Source: PubChem (Broad Institute)
NSD2 block: blocks human NSD2 histone methyltransferase activity. O96028. NSD2-SET H3K36me1 DELFIA fluorescence, biochemical. inhibition, % at 12.5 µM. actives 0.07% (n = 44,000); in the data active = inhibition above about 54%, passing the limit was not always enough;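 note: inhibitors reduce the monomethyl H3K36 fluorescence signal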
Target sequence (O96028 whole entry, looked up): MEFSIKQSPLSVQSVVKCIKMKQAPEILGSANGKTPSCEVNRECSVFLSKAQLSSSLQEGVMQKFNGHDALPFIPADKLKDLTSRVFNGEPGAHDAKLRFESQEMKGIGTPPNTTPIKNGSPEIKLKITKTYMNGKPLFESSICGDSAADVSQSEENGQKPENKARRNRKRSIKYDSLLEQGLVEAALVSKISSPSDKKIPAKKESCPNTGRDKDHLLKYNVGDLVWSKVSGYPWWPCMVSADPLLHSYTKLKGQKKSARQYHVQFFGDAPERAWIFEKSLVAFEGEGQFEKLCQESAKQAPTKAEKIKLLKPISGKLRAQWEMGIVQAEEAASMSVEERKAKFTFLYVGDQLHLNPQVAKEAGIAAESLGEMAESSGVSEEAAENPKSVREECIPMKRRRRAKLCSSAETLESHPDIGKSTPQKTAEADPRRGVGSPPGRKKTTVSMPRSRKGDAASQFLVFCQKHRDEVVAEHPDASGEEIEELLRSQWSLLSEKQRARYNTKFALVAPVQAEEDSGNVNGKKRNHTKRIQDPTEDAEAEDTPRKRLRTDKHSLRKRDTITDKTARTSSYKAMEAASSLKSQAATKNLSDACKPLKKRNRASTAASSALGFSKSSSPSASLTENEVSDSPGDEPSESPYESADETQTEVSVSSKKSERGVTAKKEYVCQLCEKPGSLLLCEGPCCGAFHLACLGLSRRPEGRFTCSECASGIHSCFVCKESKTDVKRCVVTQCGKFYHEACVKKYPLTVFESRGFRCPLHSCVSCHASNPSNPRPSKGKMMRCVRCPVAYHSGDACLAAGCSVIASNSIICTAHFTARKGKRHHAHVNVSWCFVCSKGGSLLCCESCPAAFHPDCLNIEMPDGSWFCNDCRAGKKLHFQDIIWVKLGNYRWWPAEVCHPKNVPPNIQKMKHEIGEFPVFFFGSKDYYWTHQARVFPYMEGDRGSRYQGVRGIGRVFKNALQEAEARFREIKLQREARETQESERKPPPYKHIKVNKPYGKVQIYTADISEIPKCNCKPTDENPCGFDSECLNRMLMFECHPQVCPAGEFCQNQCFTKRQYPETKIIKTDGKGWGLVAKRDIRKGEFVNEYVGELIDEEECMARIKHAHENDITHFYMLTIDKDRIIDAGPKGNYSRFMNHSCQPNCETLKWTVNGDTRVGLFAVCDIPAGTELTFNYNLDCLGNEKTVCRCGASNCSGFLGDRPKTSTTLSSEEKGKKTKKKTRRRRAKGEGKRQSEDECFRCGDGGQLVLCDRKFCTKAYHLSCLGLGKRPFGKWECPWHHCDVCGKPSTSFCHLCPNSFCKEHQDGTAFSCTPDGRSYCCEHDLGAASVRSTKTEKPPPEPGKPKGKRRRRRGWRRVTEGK
* = called active by the depositor.

entry | canonical_smiles | NSD2 block
1 | CCCNC(=O)C[C@@H]1C[C@@H]2c3cc(NC(=O)NC4CCCC4)ccc3O[C@@H]2[C@@H](CO)O1 | 1
2 | Cc1cc(=O)[nH]c(SCC2COC3(CCCCC3)O2)n1 (configuration not stated) | 1
3 | COc1ccc(NC(=O)Nc2ccc3c(c2)C(=O)N([C@@H](C)CO)C[C@H](C)[C@H](CN(C)C(=O)Nc2ccc(OC)cc2)O3)cc1 | -2
4 | COc1ccc(S(=O)(=O)N(C)C[C@H]2OCCCC[C@@H](C)Oc3ccc(NC(=O)Nc4ccc(C(F)(F)F)cc4)cc3C(=O)N([C@@H](C)CO)C[C@@H]2C)cc1 | -5
5 | O=C(N/N=C/c1ccccc1O)c1ccccn1 | 1
6 | COc1cccc(S(=O)(=O)Nc2ccc3c(c2)[C@H]2C[C@H](CC(=O)O)O[C@H](CO)[C@H]2O3)c1 | -8
7 | O=C(Cc1ccncc1)Nc1ccc2c(c1)[C@@H]1C[C@H](CC(=O)N3CCOCC3)O[C@H](CO)[C@@H]1O2 | 0
8 | Cc1ccc(S(=O)(=O)N(C)C[C@@H]2Oc3ncc(-c4ccccc4)cc3C(=O)N([C@@H](C)CO)C[C@H]2C)cc1 | 3
9 | CC(C)NC(=O)N(C)C[C@@H]1Oc2c(NS(C)(=O)=O)cccc2C(=O)N([C@H](C)CO)C[C@@H]1C | 4
10 | C[C@H]1CN([C@@H](C)CO)C(=O)Cc2cc(NS(=O)(=O)c3ccc(F)cc3)ccc2O[C@@H]1CN(C)Cc1ccc(-c2ccccc2)cc1 | -6
11 | CC(C)NC(=O)N(C)C[C@H]1Oc2ccc(N(C)C)cc2CC(=O)N([C@@H](C)CO)C[C@H]1C | -1
12 | O=C(O)CCCCCCC(=O)N/N=C/c1nccs1 | -3
13 | CO[C@@H](CN(C)S(=O)(=O)c1cn(C)cn1)[C@H](C)CN(C(=O)Nc1ccc(C(F)(F)F)cc1)[C@@H](C)CO | 0
14 | O=C(Nc1ccc2c(c1)[C@@H]1C[C@@H](CC(=O)N3CCOCC3)O[C@@H](CO)[C@@H]1O2)C1CCC1 | 4
15 | C[C@H]1CN([C@@H](C)CO)C(=O)c2cc(NC(=O)Cc3ccccc3)ccc2O[C@@H]1CN(C)S(=O)(=O)c1cccs1 | 0
16 | COC(=O)N(C)C[C@@H]1OCc2cn(nn2)CCCC(=O)N([C@H](C)CO)C[C@H]1C | 2
17 | Cc1noc(C)c1S(=O)(=O)Nc1ccc2c(c1)C(=O)N([C@@H](C)CO)C[C@H](C)[C@H](CN(C)CC1CCCCC1)OCCCC[C@H](C)O2 | 8
18 | Cc1ccc(C(O)COC2=NCNc3cc(Cl)ccc32)cc1 (configuration not stated) | 4
19 | COc1ccc(CN(C)C[C@H]2OCCCC[C@H](C)Oc3ccc(NC(=O)NC4CCCCC4)cc3C(=O)N([C@@H](C)CO)C[C@@H]2C)cc1 | 8
20 | Cc1ccc(S(=O)(=O)N(C)C[C@@H]2Oc3ncc(Br)cc3C(=O)N([C@@H](C)CO)C[C@H]2C)cc1 | 2
21 | O=C(N/N=C/c1ccc(Br)o1)c1ccccc1O | 0
22 | COCC#Cc1ccc2c(c1)O[C@H](CN(C)Cc1ccncc1)[C@@H](C)CN([C@@H](C)CO)S2(=O)=O | 9
23 | CCC(=O)N(C)C[C@H]1Oc2cc(-c3ccccc3OC)ccc2S(=O)(=O)N([C@H](C)CO)C[C@H]1C | 3
24 | C[C@H](CO)N1C[C@H](C)[C@H](CN(C)S(C)(=O)=O)Oc2ccc(NS(=O)(=O)c3ccc(Cl)cc3)cc2C1=O | 27
25 | C[C@@H]1CCCCO[C@H](CN(C)C(=O)Nc2ccc(C(F)(F)F)cc2)[C@H](C)CN([C@@H](C)CO)C(=O)c2cc(NS(=O)(=O)c3cn(C)cn3)ccc2O1 | -7
26 | CC1OC(OC2C(OC(=O)C34CCC(C)(C)CC3C3=CCC5C6(C)CCC(OC7OC(CO)C(OC8OC(C(=O)O)C(OC9OCC(O)C(O)C9O)C(O)C8O)C(O)C7O)C(C)(CO)C6CCC5(C)C3(C)CC4)OC(COC3OCC(O)C(O)C3O)C(O)C2O)C(O)C(O)C1O (configuration not stated) | 5
27 | C[C@H](CO)N1C[C@H](C)[C@H](CN(C)Cc2ccncc2)OCCCC[C@H](C)Oc2ccc(NS(=O)(=O)c3ccc(Cl)cc3)cc2C1=O | 4
28 | C[C@@H]1CN([C@@H](C)CO)C(=O)c2cc(NC(=O)Nc3ccccc3)ccc2O[C@H]1CN(C)C(=O)NC1CCCCC1 | -1
29 | C[C@@H]1CN([C@H](C)CO)C(=O)c2cc(NC(=O)Nc3cccc4ccccc34)ccc2O[C@@H]1CN(C)C(=O)Nc1ccc(F)cc1 | -4
30 | COCCNC(=O)C[C@@H]1C[C@H]2c3cc(NS(=O)(=O)c4ccccc4)ccc3O[C@H]2[C@H](CO)O1 | -6
31 | C[C@H]1CN([C@@H](C)CO)C(=O)c2cccc(N(C)C)c2O[C@@H]1CN(C)Cc1ccc(Oc2ccccc2)cc1 | -5
32 | C[C@H](CO)N1C[C@H](C)[C@@H](CN(C)Cc2ccc3c(c2)OCO3)Oc2cc(C#CCN(C)C)ccc2S1(=O)=O | 0
33 | C[C@@H]1CN([C@H](C)CO)C(=O)Cc2cc(NS(=O)(=O)c3cccs3)ccc2O[C@@H]1CN(C)C | -1
34 | C[C@@H]1CCCCO[C@@H](CN(C)C)[C@@H](C)CN([C@@H](C)CO)C(=O)c2cc(NC(=O)Nc3ccc(F)cc3)ccc2O1 | -5
35 | COc1cc(C2OC(c3cc(OC)c(OC)c(OC)c3)C(C)C2C)cc(OC)c1OC (configuration not stated) | 0
36 | C[C@@H]1CN([C@@H](C)CO)C(=O)c2cc(NS(=O)(=O)c3ccc(F)cc3)ccc2O[C@H]1CN(C)Cc1ccc(-c2ccccc2)cc1 | -13
37 | CC1(C)CC[C@]2(C(=O)O[C@@H]3O[C@H](CO)[C@@H](O)[C@H](O)[C@H]3O)CC[C@]3(C)C(=CCC4[C@@]5(C)CC[C@H](O[C@@H]6O[C@H](C(=O)O)[C@@H](O)[C@H](O)[C@H]6O)[C@@](C)(CO)C5CC[C@]43C)C2C1 (some centres not stated) | 3
38 | C[C@H]1CN([C@@H](C)CO)C(=O)c2cc(NS(=O)(=O)c3ccccc3)ccc2O[C@@H]1CN(C)S(=O)(=O)c1cccs1 | -2
39 | C[C@H]1CN([C@@H](C)CO)C(=O)Cc2cc(NC(=O)Nc3cccc4ccccc34)ccc2O[C@@H]1CN(C)C(=O)Nc1ccc(C(F)(F)F)cc1 | -4
40 | COc1ccc(S(=O)(=O)Nc2ccc3c(c2)C(=O)N([C@@H](C)CO)C[C@@H](C)[C@H](CN(C)C(=O)Nc2ccc(F)cc2)OCCCC[C@@H](C)O3)cc1 | 0
41 | C[C@@H]1CN([C@@H](C)CO)C(=O)c2cccc(NC(=O)NC3CCCCC3)c2O[C@H]1CN(C)S(=O)(=O)c1ccc(F)cc1 | -3
42 | C[C@H]1CCCCO[C@@H](CN(C)C(=O)c2ccncc2)[C@@H](C)CN([C@@H](C)CO)C(=O)c2cc(N(C)C)ccc2O1 | 7
43 | CCCCN(CCCC)c1ccc(/C=N/NC(=O)CCCCCCC(=O)OC)cc1 | 13
44 | C[C@@H]1CN([C@H](C)CO)C(=O)c2cccc(NC(=O)c3ccncc3)c2O[C@@H]1CN(C)C(=O)Nc1ccc(C(F)(F)F)cc1 | -1
45 | C[C@@H]1CCCCO[C@H](CN(C)C(=O)CCC(F)(F)F)[C@@H](C)CN([C@H](C)CO)C(=O)c2cc(NS(=O)(=O)c3ccc(F)cc3)ccc2O1 | -321
46 | CC(C)NC(=O)N(C)C[C@@H]1Oc2ncc(/C=C/c3ccccc3)cc2C(=O)N([C@H](C)CO)C[C@@H]1C | 15
47 | C[C@H]1CN([C@@H](C)CO)C(=O)c2cc(C#CC3CC3)cnc2O[C@@H]1CN(C)Cc1ccccn1 | 4
48 | C/C=C/c1ccc2c(c1)O[C@H](CN(C)Cc1ccccn1)[C@@H](C)CN([C@H](C)CO)S2(=O)=O | 15
49 | C[C@H](CO)N1C[C@H](C)[C@H](CN(C)C(=O)c2ccc3c(c2)OCO3)Oc2ncc(C#CCN(C)C)cc2C1=O | -2
50 | CCCc1ccc(S(=O)(=O)Nc2ccc(C)c(NS(C)(=O)=O)c2)cc1 | -1

Three records picked at random from those above:
entry | canonical_smiles | NSD2 block
39 | C[C@H]1CN([C@@H](C)CO)C(=O)Cc2cc(NC(=O)Nc3cccc4ccccc34)ccc2O[C@@H]1CN(C)C(=O)Nc1ccc(C(F)(F)F)cc1 | -4
28 | C[C@@H]1CN([C@@H](C)CO)C(=O)c2cc(NC(=O)Nc3ccccc3)ccc2O[C@H]1CN(C)C(=O)NC1CCCCC1 | -1
35 | COc1cc(C2OC(c3cc(OC)c(OC)c(OC)c3)C(C)C2C)cc(OC)c1OC (configuration not stated) | 0

(continued)
entry | canonical_smiles | NSD2 block
51 | COc1ccc(Br)c(/C=N/NC(=O)CCCCCCC(=O)Nc2ccccc2O)c1 | 12
52 | COc1cccc(NC(=O)N(C)C[C@H]2Oc3cc(-c4ccccc4OC)ccc3S(=O)(=O)N([C@H](C)CO)C[C@@H]2C)c1 | 2
53 | C[C@H]1CN([C@@H](C)CO)S(=O)(=O)c2ccc(C#Cc3ccccc3F)cc2O[C@@H]1CN(C)C(=O)Cc1cccnc1 | 0
54 | CNC[C@H]1Oc2ccc(NS(=O)(=O)c3ccc(OC)cc3)cc2C(=O)N([C@@H](C)CO)C[C@@H]1C | -1
55 | C[C@H](CO)N1C[C@H](C)[C@H](CN(C)Cc2ccccc2)Oc2ncc(-c3ccccc3)cc2C1=O | 3
56 | Cc1ccc(S(=O)(=O)N(C)C[C@H]2Oc3c(NS(=O)(=O)c4ccc(Cl)cc4)cccc3C(=O)N([C@H](C)CO)C[C@H]2C)cc1 | 1
57 | COc1cc2c(cc1-c1coc3cc(O[C@@H]4O[C@H](CO)[C@@H](O)[C@H](O)[C@H]4O)ccc3c1=O)OCO2 | 8
58 | COC(=O)CCCCCCC(=O)N/N=C/c1ccc(F)c(Oc2ccccc2)c1 | 5
59 | C[C@H]1CN([C@@H](C)CO)C(=O)Cc2cc(NC(=O)Cn3cnnn3)ccc2O[C@@H]1CN(C)Cc1ccc(C(F)(F)F)cc1 | -12
60 | C[C@H]1CCCCO[C@H](CN(C)C(=O)CCC(F)(F)F)[C@@H](C)CN([C@@H](C)CO)C(=O)c2cc(N(C)C)ccc2O1 | 20
61 | COc1ccccc1CNC(=O)C[C@H]1C[C@@H]2c3cc(NC(=O)Nc4ccc(C(F)(F)F)cc4)ccc3O[C@@H]2[C@@H](CO)O1 | -9
62 | COc1ccccc1-c1cnc2c(c1)C(=O)N([C@H](C)CO)C[C@@H](C)[C@H](CN(C)C)O2 | -8
63 | CCC(=O)N(C)C[C@@H]1Oc2cc(C#CC(C)C)ccc2S(=O)(=O)N([C@H](C)CO)C[C@H]1C | -2
64 | C[C@@H]1CN([C@H](C)CO)C(=O)c2cc(C#Cc3ccccc3F)cnc2O[C@H]1CN(C)S(=O)(=O)c1ccccc1 | 0
65 | Cc1noc(C)c1S(=O)(=O)Nc1cccc2c1O[C@@H](CN(C)C(=O)Nc1ccc(F)cc1)[C@@H](C)CN([C@@H](C)CO)C2=O | 8
66 | CN(Cc1ccccc1)C(=O)C(Cc1ccc2ccccc2c1)NC(=O)C1CCCN1C(=O)Nc1ccccc1[N+](=O)[O-] (configuration not stated) | 3
67 | O=c1c(F)cn(CC2CC(c3ccccc3)=NO2)c(=O)n1CC1CC(c2ccccc2)=NO1 (configuration not stated) | 4
68 | C[C@H](CO)N1C[C@H](C)[C@@H](CN(C)C(=O)Nc2ccc(C(F)(F)F)cc2)Oc2ccc(NC(=O)Nc3cccc4ccccc34)cc2C1=O | -4
69 | C[C@@H]1CN([C@@H](C)CO)C(=O)c2cc(NC(=O)Nc3ccc(C(F)(F)F)cc3)ccc2O[C@@H](C)CCCCO[C@H]1CN(C)S(=O)(=O)c1ccc(Cl)cc1 | -5
70 | CN1CCN(C(=O)C[C@H]2C[C@@H]3c4cc(NS(C)(=O)=O)ccc4O[C@@H]3[C@@H](CO)O2)CC1 | 9
71 | C[C@H](CO)N1C[C@H](C)[C@@H](CN(C)C(=O)C2CCOCC2)Oc2ncc(-c3cccc(C#N)c3)cc2C1=O | 13
72 | Cc1ccc(S(=O)(=O)Nc2ccc3c(c2)C(=O)N([C@@H](C)CO)C[C@@H](C)[C@@H](CN(C)C(=O)Cc2ccccc2)OCCCC[C@H](C)O3)cc1 | 8
73 | C[C@H](CO)N1C[C@H](C)[C@@H](CN(C)C(=O)Nc2ccc3c(c2)OCO3)Oc2c(NC(=O)Nc3ccc(F)cc3)cccc2C1=O | 0
74 | CNC[C@H]1OCCCC[C@H](C)Oc2ccc(NC(=O)Nc3ccc(F)cc3)cc2C(=O)N([C@H](C)CO)C[C@@H]1C | 15
75 | C[C@H](CO)N1C[C@H](C)[C@@H](CN(C)C(=O)Nc2ccc(F)cc2)Oc2ccc(NC(=O)CCCCCC(=O)Nc3ccccc3N)cc2C1=O | -4
76 | C[C@@H]1CN([C@H](C)CO)C(=O)CCCn2nncc2CO[C@@H]1CN(C)Cc1ccc(C(F)(F)F)cc1 | -3
77 | O=C(C[C@@H]1CC[C@H](NC(=O)NC2CCCCC2)[C@H](CO)O1)NCc1ccccc1 | 1

Part of the list above, with values ahead of the structure:
| No. | NSD2 block | compound |
| --- | --- | --- |
| 68 | -4 | C[C@H](CO)N1C[C@H](C)[C@@H](CN(C)C(=O)Nc2ccc(C(F)(F)F)cc2)Oc2ccc(NC(=O)Nc3cccc4ccccc34)cc2C1=O |
| 69 | -5 | C[C@@H]1CN([C@@H](C)CO)C(=O)c2cc(NC(=O)Nc3ccc(C(F)(F)F)cc3)ccc2O[C@@H](C)CCCCO[C@H]1CN(C)S(=O)(=O)c1ccc(Cl)cc1 |
| 70 | 9 | CN1CCN(C(=O)C[C@H]2C[C@@H]3c4cc(NS(C)(=O)=O)ccc4O[C@@H]3[C@@H](CO)O2)CC1 |

The list is partial; count on the stated rates, not on these rows.
